High-throughput results deposited in PubChem by National Center for Advancing Translational Sciences (NCATS).
Epigenetic reg: epigenetic control regulation, reporter derepression; murine LDR cells, GFP reporter derepression, 30 h; 280,000 compounds, 0.2% hits; Potency, µM (top dose mostly 53.9 µM), inactives show at the highest dose GFP activation, actives largely listed as activators; also: % of control where 0% means no effect; nearly all actives have a fitted effect of over 60% in size
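Murine LDR cells bearing a silenced CMV-driven GFP reporter were exposed to compound for 30 h at 37 C. After PBS washes, GFP-positive cells (20-120 um objects) counted by laser-scanning microplate cytometry.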
ALDH1A1 inh: ALDH1A1 (human) enzyme inhibition | P00352 | Purified ALDH1A1, NADH fluorescence, propionaldehyde substrate | Potency, µM (doses to about 75.3 µM), for the others: at the highest dose activity, negative = inhibition, actives largely listed as inhibitors | 220,000 compounds, 7.3% hits; active = well fitted inhibition curve with a large enough effect, not every such curve was filed as active; inconclusive = small, poorly fitted or top-dose-only effect, or another doubt; inactive = no such curve, though single readings can be large or run the other way;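 also: plate controls were no enzyme wells and a reference inhibitor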
GAA glycogen: GAA glycogen-cleavage inhibition or activation; recombinant GAA, glycogen substrate, Amplex Red glucose oxidase fluorescence; P10253; Potency, µM (highest dose often 76.4 µM), without a hit: at the highest dose activity change, negative = inhibition, most hits filed as inhibitors; AID 2100; 300,000 compounds, 0.38% hits;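 also: 0% = full enzyme reaction and -100% = no-enzyme basal signal; the screen sought inhibitors and activators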
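Recombinant human alpha-glucosidase (4 nM final) hydrolysed bovine liver glycogen (30 ug) for 40 min at 37 C in pH 5.0 citrate/phosphate with 0.01% Tween-20. Released glucose detected by glucose oxidase/Amplex Red, Ex 573/Em 610 nm. Compounds up to 77 uM; AC50 from Hill fits.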
GAA inh: inhibitors of human lysosomal alpha-glucosidase | purified human GAA, 4-MU-alpha-glucoside fluorescence | Potency, µM (doses to about 76.9 µM), inactives show top-dose activity change, negative = inhibition, most hits filed as inhibitors | 200,000 compounds, 0.005% hits | AID 1466;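 also: plate controls were uninhibited enzyme wells for no effect and no-enzyme background for full effect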
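Activity normalized between no-enzyme (basal) and enzyme-only wells. Conditions: 4 nM human enzyme, 400 uM fluorogenic substrate, citrate/phosphate pH 5.0 with Tween-20, 20 min room temperature, compounds up to 77 uM.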
NPSR antag: neuropeptide S receptor (human) antagonism, cAMP; Q6W5P4; CHO-NPSR cells, cAMP TR-FRET, antagonist mode; Potency, µM (highest dose often 38.3 µM), for inactives: top-dose activity change, negative = inhibition, actives largely listed as inhibitors; 220,000 compounds, 1% hits; AID 1461; also: % is scaled to controls: 0 for no effect and ±100 for the full control effect; nearly all actives have a fitted effect of over 50% in size; many of its hits are not listed in these tables
Target sequence (Q6W5P4 whole entry, looked up): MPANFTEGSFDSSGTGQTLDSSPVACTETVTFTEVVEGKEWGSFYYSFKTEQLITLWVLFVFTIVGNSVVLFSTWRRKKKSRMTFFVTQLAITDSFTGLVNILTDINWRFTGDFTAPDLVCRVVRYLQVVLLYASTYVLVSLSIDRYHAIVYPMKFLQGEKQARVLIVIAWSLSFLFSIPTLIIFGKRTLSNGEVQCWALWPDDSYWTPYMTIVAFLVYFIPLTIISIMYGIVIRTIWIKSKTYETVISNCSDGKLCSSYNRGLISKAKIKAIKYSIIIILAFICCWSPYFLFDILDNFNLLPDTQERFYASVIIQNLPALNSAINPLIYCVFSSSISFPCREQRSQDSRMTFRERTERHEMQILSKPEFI
Tau fluor cs: counter-screen for tau fibril formation inhibitors | tau K18 P301L (four-repeat tau fragment) Alexa594 fluorescence, heparin fibrillization | Potency, µM (titrated, usually from 57.7 µM), inactives show at the highest dose activity change, negative = decrease | 280,000 compounds, 0.93% hits; also: % is scaled to controls: 0 for no effect and ±100 for the full control effect; nearly all actives have a fitted effect of over 55% in size
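Human K18 P301L tau (15 uM unlabeled plus 0.24 uM Alexa 594-labeled, final) in 100 mM sodium acetate pH 7 was mixed with compound and 20 uM heparin and incubated 6 hr at 37 C.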
aGlu spleen mod: inhibits or activates alpha-glucosidase in human spleen homogenate. human spleen homogenate, 4-MU-alpha-glucoside fluorescence. Potency, µM (top dose mostly 79.9 µM), inactives show at the top dose activity change, negative = inhibition, hits mostly inhibitors. 240,000 compounds, 0.006% hits;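 also: 0% = enzyme with vehicle and -100% = no enzyme basal signal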
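Human spleen homogenate (1 ug) incubated with compounds and 1 mM 4-methylumbelliferyl-alpha-D-glucopyranoside in pH 5.0 citrate/phosphate buffer, 37 C, 40 min. Stopped at pH 10; 4-MU fluorescence (Ex 365/Em 440 nm); AC50 by Hill fit.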
GLA spleen mod: alpha-galactosidase A (human) modulation | P06280 | 240,000 compounds, 0.008% hits | Potency, µM (titrated, usually from 80 µM), without a hit: at the highest dose activity change, negative = inhibition, hits mostly inhibitors | human spleen homogenate, 4MU-alpha-Gal fluorescence, 40 min;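 also: 0% = enzyme with vehicle and -100% = no enzyme basal signal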
Target sequence (P06280 32-429 limits assumed): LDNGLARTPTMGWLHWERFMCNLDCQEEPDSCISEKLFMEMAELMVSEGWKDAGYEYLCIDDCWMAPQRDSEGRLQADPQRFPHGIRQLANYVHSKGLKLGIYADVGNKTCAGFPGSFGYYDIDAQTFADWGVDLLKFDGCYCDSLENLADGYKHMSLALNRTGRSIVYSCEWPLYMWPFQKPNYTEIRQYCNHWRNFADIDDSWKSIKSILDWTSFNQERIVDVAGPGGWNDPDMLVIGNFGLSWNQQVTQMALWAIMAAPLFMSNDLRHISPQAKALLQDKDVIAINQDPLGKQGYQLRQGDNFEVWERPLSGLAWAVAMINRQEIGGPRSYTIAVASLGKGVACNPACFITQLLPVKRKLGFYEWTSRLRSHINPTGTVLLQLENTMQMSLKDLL
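Inhibition or activation of alpha-galactosidase in human spleen homogenate is scored by 4-MU fluorescence after 40 min at 37C, pH 5.0, with 1 mM substrate. AC50s come from concentration-response fitted to the Hill equation.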
Starred values were filed as active, the others as inactive; ? = inconclusive; nt = not tested or not shown; & = joins results of further samples; [ ] = another dose, or the depositor's remark. Unless noted, calls follow the shape of the dose curve; as a rule, active = well fitted curve in the direction sought with a large enough effect; inconclusive = small, poorly fitted or top-dose-only effect, or another doubt; inactive = no such curve, though single readings can be large; an effect the other way counts as inactive or inconclusive. Potency is read from the fitted curve at half-maximal effect. Only part of the results is shown; rates above refer to the full screens.

SMILES	Epigenetic reg	ALDH1A1 inh	GAA glycogen	GAA inh	NPSR antag	Tau fluor cs	aGlu spleen mod	GLA spleen mod
COC(CN1CCc2c(C)nc3c(C#N)cnn3c21)OC	2.1%	12%	7%	-3%	-3%	-2%	-18%	-3%
C=CCN=c1scc(C)n1/N=C/c1ccc(O)c(O)c1	?	22µM*	?	-12%	-20%	?	-20%	-5%
CCCOc1ccc(C(=O)Nc2ccc(C)cc2[N+](=O)[O-])cc1	-1.1%	-1%	9%	-3%	-11%[46.1 µM]	-10%	1%	2%
O=C(O)/C(=C\c1cn(-c2ccccc2)nc1-c1cccnc1)NC(=O)c1ccccc1	0.0%	nt	8%	nt	-16%	-3%	1%	4%
Cc1sc2nc(C(C)Sc3nnc(C)n3-c3ccccc3)[nH]c(=O)c2c1C (configuration not stated)	0.0%	-2%	4%	-10%	3%[46.1 µM]	0%	-2%	-4%
COc1ccc(C2CC(c3cccs3)=NN2C(=O)CSc2nnc(N)s2)cc1OC (configuration not stated)	2.3%	1%	1%	0%	-13%	-10%	0%	4%
COc1cc(C)c(C(N)=O)c(OC)n1	0.0%	-4%	3%	-7%	2%[46.1 µM]	10%	-2%	1%
Cc1ccc(C)n1-c1ccccc1N1CCCCC1	0.1%	3%	?	-6%	-24%	-1%	4%	-3%
CCOC(=O)C1CCN(c2nc3ccccc3n2CC(=O)c2ccccc2)CC1	-2.2%	0%	5%	1%	-22%	-2%	nt	-5%
CCC(C)(C)NC(=O)CN(C(=O)CCC(=O)Nc1cc(C)ccn1)c1ccc2c(c1)OCCO2	1.1%	2%	10%	13%	-2%	1%	-1%	0%
Cn1nnnc1SCC(=O)N(C1CCCCC1)C1CCCCC1	0.0%	-3%	1%	2%	-22%[46.1 µM]	-5%	4%	2%
Cc1cc(NCCCO)n2nc(-c3cccs3)cc2n1	-0.2%	?	-4%	6%	-24%	-10%	-4%	11%
CCOc1ccc(Br)cc1CNc1ccc2c(c1)OCCO2	1.1%	-10%	-23%	1%	-35%	?	-12%	-1%
Cc1cc(NC(=O)CSc2nc3sc4c(c3c(=O)n2C)CCCC4)no1	4.0%	2%	2%	2%	-25%[46.1 µM]	-2%	-1%	-4%
CC1=C(C)/C(=N\OS(=O)(=O)c2ccccc2)C=CC1=O	1.6%	?	1%	?	5µM*	?	-5%	-4%
CCN(c1ccccc1)S(=O)(=O)c1ccc(C(=O)Nc2nnc(C3CC3)o2)cc1	-0.4%	9%	11%	0%	-16%	-9%	-4%	0%
Cc1cc(C)cc(-n2nnn(C3C/C(=N/NC(N)=S)C4OCC3O4)c2=S)c1 (configuration not stated)	1.3%	?	?	0%	-10%	-9%	-3%	-4%
O=C(O)CCC(=O)NCCn1c(-c2ccccc2)csc1=Nc1ccccc1	0.0%	?	-12%	-13%	-17%[46.1 µM]	-12%	1%	2%
COCCNC(=O)CSc1nc2cc(OC)c(OC)cc2c(=O)n1Cc1ccc(OC)cc1	0.0%	-16%	5%	-5%	-11%[46.1 µM]	-3%	-5%	-2%
CCCCCC(=O)/C=C/[C@@H]1[C@@H](C/C=C\CCCC(=O)O)[C@@H](O)C[C@H]1O	-1.1%	6%	nt	nt	nt	-1%	1%	-19%
CN(O)/C=N/C(=S)Nc1ccc(Cl)cc1Cl	0.0%	1.6µM*	-13%	10%	6%	-14%	-15%	4%
COc1ccccc1CN=C1NC(=O)C(CC(=O)Nc2ccc(C(C)=O)cc2)S1 (configuration not stated)	0.7%	nt	2%	nt	15%	-9%	2%	-3%
CCc1cc2c(NC(C(=O)O)C(C)C)ncnc2s1 (configuration not stated)	0.7%	16µM*	7%	-1%	-11%[46.1 µM]	7%	-3%	4%
Nn1c(SCC(=O)Nc2cccc(S(N)(=O)=O)c2)nnc1C1CC1	-4.3%	6%	-5%	-7%	18%	5%	-6%	0%
CCOc1ccc(OCC)c(NC(=O)CSCCc2ccccn2)c1	-0.3%	10%	2%	3%	7%	-19%	8%	3%

Three structures from above, ordered by heavy-atom count, smallest number first.
SMILES	Epigenetic reg	ALDH1A1 inh	GAA glycogen	GAA inh	NPSR antag	Tau fluor cs	aGlu spleen mod	GLA spleen mod
COc1cc(C)c(C(N)=O)c(OC)n1	0.0%	-4%	3%	-7%	2%[46.1 µM]	10%	-2%	1%
Cc1ccc(C)n1-c1ccccc1N1CCCCC1	0.1%	3%	?	-6%	-24%	-1%	4%	-3%
O=C(O)/C(=C\c1cn(-c2ccccc2)nc1-c1cccnc1)NC(=O)c1ccccc1	0.0%	nt	8%	nt	-16%	-3%	1%	4%

Continued:
SMILES	Epigenetic reg	ALDH1A1 inh	GAA glycogen	GAA inh	NPSR antag	Tau fluor cs	aGlu spleen mod	GLA spleen mod
CCOCC(O)CS(=O)(=O)c1ccccn1 (configuration not stated)	-0.2%	13%	7%	-3%	0%[46.1 µM]	3%	-4%	1%
CCOC(=O)c1c(NC(=O)CSc2nnc(C)s2)sc2c1CCC(CC)C2 (configuration not stated)	-7.6%	?	-1%	-11%	-12%[46.1 µM]	-20%	0%	4%
CCc1nnc(NC(=O)Cn2c(=O)oc3ccccc32)s1	-2.7%	3%	-13%	2%	-10%[46.1 µM]	-8%	-2%	5%
O=C1CCCC=C1[C@@H](O)CCOCc1ccccc1	-1.6%[10.1 µM]	-6%[13.5 µM]	nt	nt	nt	-10%[11.6 µM]	-6%[17.4 µM]	5%[17.5 µM]
CCc1ccc2c(c1)cc(C)c1nnc(SCC(=O)Nc3cc(OC)c(OC)cc3C(=O)O)n12	-1.4%	1%	-9%	-5%	-13%	-10%	3%	3%
CC12CS(=O)(=O)CC1SC(=S)N2c1ccccn1 (configuration not stated)	9.9%	2%	1%	-1%	-12%[46.1 µM]	-10%	-3%	2%
Cc1ccc(-c2csc(NC(=O)Cc3cccs3)n2)cc1C	-0.3%	18%	7%	4%	-14%[46.1 µM]	-22%	2%	3%
CCN1C(=O)C(CC(=O)NCCc2ccccc2)N(NC(=O)c2cccnc2)C1=S (configuration not stated)	6.4%	3%	-18%	-8%	-5%	-8%	-2%	-3%
COc1ccccc1N/N=C/c1ccc2c(c1)OCO2	-3.2%	?	8%	5%	3%	?	-3%	-2%
CC(=O)N=c1sc2c3ccccc3ccc2n1C	0.0%	13%	5%	-5%	-11%[46.1 µM]	-13%	-9%	-8%
Cc1cccc(NC(=O)c2ccc([N+](=O)[O-])o2)n1	-0.4%	13%	-6%	2%	12%[46.1 µM]	-3%	2%	7%
Cc1cc(=O)n2nc(N3CCCC(C(=O)NCc4ccc5c(c4)OCO5)C3)sc2n1 (configuration not stated)	0.0%	?	1%	-13%	-11%[46.1 µM]	0%	-8%	6%
CCOC(=O)C1CCCN(Cc2nc(N)nc(Nc3ccccc3)n2)C1 (configuration not stated)	-6.3%	-17%	4µM*	?	-8%[46.1 µM]	1%	5%	6%
O=S(=O)(NCCCc1ccccc1)c1cccc2nsnc12	0.3%	-12%	8%	-8%	14%	-13%	9%	6%
CCOC(=O)c1nnn(-c2nonc2NC(C)=O)c1C	-9.5%	15%	-3%	-6%	-10%[46.1 µM]	9%	2%	3%
COc1cccc(C2CC(c3cccc(Br)c3)n3ncnc3N2)c1 (configuration not stated)	-1.0%	0%	2%	6%	-11%	-3%	2%	-2%
Cc1c(NS(=O)(=O)c2ccc(NC3CCCC3)c([N+](=O)[O-])c2)c(=O)n(-c2ccccc2)n1C	1.0%	9%	-5%	0%	13%	-6%	4%	-3%
COCC(=O)n1nc(NCc2ccc(OC)cc2)nc1NCc1ccc(OC)cc1	0.0%	?	?	-15%	-12%[46.1 µM]	-13%	-3%	2%
CC(C)(C)NS(=O)(=O)c1ccc(CCC(=O)N2CCOCC2)cc1	-1.6%	?	-9%	-4%	?	4%	9%	14%
CC1(C)CC(=O)C(N=Nc2ccc(C(F)(F)F)cc2[N+](=O)[O-])=C(O)C1	0.4%	3.5µM*	10%	?	-18%	-26%	-1%	-6%
Cc1c(Br)cc(C(=O)NCCCN2CCOCC2)c(C)c1C	1.0%	14%	2%	-1%	2%[46.1 µM]	1%	-2%	2%
Cc1ccc(CNS(=O)(=O)NCc2cccs2)cc1	-0.1%	8%	-2%	-4%	2%	-1%	0%	0%
CCC(c1nnnn1C(C)(C)C)N(CCOC)Cc1cc2cccc(C)c2n2nnnc12 (configuration not stated)	0.9%	9%	7%	-1%	-13%[46.1 µM]	-7%	-6%	-8%
Cc1ccc(C(=O)Oc2csc(=S)n2C(=O)c2ccc(C)cc2)cc1	0.0%	3.5µM*	-2%	-2%	-4%[46.1 µM]	-30%	2%	7%
COc1ccc(NC(=O)C(OC)c2ccccc2)cc1Cl (configuration not stated)	-0.9%	13µM*	-4%	-8%	6%	3%	-1%	3%
The listing continues.
SMILES	Epigenetic reg	ALDH1A1 inh	GAA glycogen	GAA inh	NPSR antag	Tau fluor cs	aGlu spleen mod	GLA spleen mod
C(=C\c1ccccc1)/CSc1nnc(-c2cnccn2)n1Cc1ccco1	1.2%	22µM*	-7%	-4%	-10%[46.1 µM]	-7%	-6%	-6%
CCN(C(=O)COC(=O)/C=C/c1ccc(S(=O)(=O)N2CCc3ccccc32)cc1)C1CCS(=O)(=O)C1 (configuration not stated)	9.2%	5µM*	2%	-11%	-21%	-2%	-5%	-4%
CC(C(=O)Nc1cccnc1)N1C(=O)C2C3C=CC(C3)C2C1=O (configuration not stated)	-1.5%	20µM*	1%	-4%	-2%[46.1 µM]	0%	-6%	-4%
CCOC(=O)C1CCCN(C(=O)Cn2nc(Cc3cccnc3)c3ccccc3c2=O)C1 (configuration not stated)	1.0%	18%	8%	-5%	-3%[46.1 µM]	-6%	-1%	-3%
Cc1cccc(NC(=O)CCS(=O)(=O)c2cccc3nsnc23)c1C	3.1%&-5.0%	25µM*	-16%[76.3 µM]	-17%	-9%[46.1 µM]	-22%&-11%	0%	-10%
O=C(CSc1ncccc1-c1nc2ccccc2[nH]1)NCc1ccco1	1.5%	?	-15%	?	?	-21%	10%	?
C=CCOc1cccc(C2C(C(=O)c3ccco3)=C(O)C(=O)N2CCN2CCOCC2)c1 (configuration not stated)	1.9%	25µM*	-11%	-6%	12%[46.1 µM]	-5%	1%	6%
CCOC(=O)CN(C(=O)CSc1nnc(-c2ccc(OC)c(OC)c2)o1)c1ccc(F)cc1	-1.0%	7%	2%	-6%	-1%[46.1 µM]	-8%	3%	3%
